Screening data: PubChem, National Center for Advancing Translational Sciences (NCATS)
Cycloheximide cs: counter-screen hit for Shiga toxin inhibitors, cycloheximide; cell reporter, cycloheximide protein synthesis inhibition counterscreen; max response, %; hit rate 12% among 300,000; AID 2314; in the data active = max response mostly above about 13%, no sharp cut-off; inactive = mostly below about 14%; also: read at 38.3 µM for the half of the compounds with a filed dose; 0% is about no effect
Pf growth 96h: P. falciparum growth inhibition at 96 hour, primary screen for plastid delayed-death inhibitors; P. falciparum luciferase reporter growth, 96 h; Potency, µM (titrated, usually from 28.7 µM), for the others: at the top dose activity change, negative = inhibition, actives largely listed as inhibitors; hit rate 6.9% among 320,000; AID 504834; also: potency is read from the fitted curve at half-maximal effect; % is scaled to controls: 0 for no effect and ±100 for the full control effect
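Compounds incubated with erythrocytes infected by luciferase-expressing P. falciparum (2% hematocrit, 0.05% parasitemia final) for 96 hours, 37 C in 5% CO2. Growth inhibition scored as decreased luciferase luminescence.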
AmpC inh no detg: inhibitors of E. coli AmpC beta-lactamase without detergent; P00811; AmpC nitrocefin hydrolysis, absorbance 480 nm, 0.0001% Triton; Potency, µM (top dose mostly 57.1 µM), for inactives: top-dose activity change, negative = inhibition, actives largely listed as inhibitors; hit rate 0.52% among 330,000; AID 485341;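 also: potency is read from the fitted curve at half-maximal effect; plate controls were no compound for no effect and no enzyme for full effect; nearly all actives have a fitted effect of over 20% in size; some results filed as inactive show a strong effect at the top dose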
Target sequence (P00811 whole entry, looked up): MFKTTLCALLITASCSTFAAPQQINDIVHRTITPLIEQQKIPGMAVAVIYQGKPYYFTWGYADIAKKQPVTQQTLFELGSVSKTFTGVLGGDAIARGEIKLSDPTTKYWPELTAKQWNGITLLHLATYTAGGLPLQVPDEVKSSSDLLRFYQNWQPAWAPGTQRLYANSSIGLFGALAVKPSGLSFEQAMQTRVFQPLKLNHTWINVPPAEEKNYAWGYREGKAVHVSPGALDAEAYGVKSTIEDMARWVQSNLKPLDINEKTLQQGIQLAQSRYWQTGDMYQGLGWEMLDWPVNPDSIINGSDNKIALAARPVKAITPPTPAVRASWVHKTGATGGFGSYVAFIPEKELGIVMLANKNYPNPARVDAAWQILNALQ
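AmpC (5.3 nM in the dispensed reagent) in 20 mM phosphate pH 7.0 with 0.01% (detergent screen) or 0.0001% Triton X-100 was preincubated with compounds for 15 min at room temperature. Nitrocefin was then added from an 800 uM solution, and hydrolysis was followed at 480 nm.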
Shiga toxin inh: blocks Shiga toxin action in Vero cells; hit rate 9.2% among 290,000; AID 2315; Vero cells, Shiga toxin protein synthesis inhibition reporter; inhibition, % at 38.7 µM; in the data active = inhibition mostly above about 28%, no sharp cut-off; inactive = mostly below about 43%; also: 0% is about no effect
Tb PYK inh: T. brucei pyruvate kinase inhibition | Potency, µM (highest dose often 76.8 µM), for the others: at the top dose activity, negative = inhibition, usual class: inhibitors | Q57TT1 | hit rate 0.12% among 410,000 | TbPYK enzyme, Kinase-Glo Plus ATP luminescence, 45 min; also: potency is read from the fitted curve at half-maximal effect; % is scaled to controls: 0 for no effect and ±100 for the full control effect; nearly all actives have a fitted effect of over 50% in size
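Activity of T. brucei pyruvate kinase was followed by Kinase-Glo Plus luminescence after the enzyme reacted 45 min at room temperature with 130 uM ADP (final) and substrate. Test compounds were added before ADP at multiple concentrations.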
LmPK inh: inhibitors of Leishmania mexicana pyruvate kinase; Q27686; purified LmPK, Kinase-Glo ATP luminescence, 1 h; Potency, µM (top dose mostly 57.5 µM), for inactives: top-dose activity change, negative = inhibition, hits mostly inhibitors; hit rate 0.37% among 290,000; AID 1721; also: potency is read from the fitted curve at half-maximal effect; % is scaled to controls: 0 for no effect and ±100 for the full control effect
Target sequence (Q27686 whole entry, looked up): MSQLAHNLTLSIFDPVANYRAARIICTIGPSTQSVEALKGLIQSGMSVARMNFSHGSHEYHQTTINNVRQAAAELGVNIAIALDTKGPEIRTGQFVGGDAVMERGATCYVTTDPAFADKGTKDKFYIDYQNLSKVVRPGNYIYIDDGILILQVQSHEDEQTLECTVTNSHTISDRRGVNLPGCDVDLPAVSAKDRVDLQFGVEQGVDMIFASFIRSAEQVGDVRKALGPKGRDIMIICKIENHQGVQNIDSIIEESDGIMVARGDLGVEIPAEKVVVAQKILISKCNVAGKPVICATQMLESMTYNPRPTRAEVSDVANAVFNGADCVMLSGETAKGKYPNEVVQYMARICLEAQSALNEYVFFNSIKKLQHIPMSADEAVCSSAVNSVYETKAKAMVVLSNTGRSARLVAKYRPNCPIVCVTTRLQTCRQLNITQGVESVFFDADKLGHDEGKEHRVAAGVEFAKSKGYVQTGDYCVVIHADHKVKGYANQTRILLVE
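qHTS format; LmPK 0.1 nM; substrates PEP 0.5 mM and ADP 0.1 mM. One-hour room-temperature incubation, then coupled luciferase luminescence; 0.5 nM enzyme wells mark activation.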
Pf growth 48h: P. falciparum growth inhibition at 48 hours (one generation); P. falciparum luciferase growth in erythrocytes, 48 h; Potency, µM (highest dose often 28.7 µM), for inactives: at the highest dose activity change, negative = inhibition, most hits filed as inhibitors; hit rate 5.9% among 310,000; AID 504832; also: potency is read from the fitted curve at half-maximal effect; % is scaled to controls: 0 for no effect and ±100 for the full control effect
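Luciferase-expressing P. falciparum in infected erythrocytes (2% hematocrit, 0.1% parasitemia final) in RPMI 1640/0.5% Albumax were exposed to compound for 48 hours at 37 C, 5% CO2; growth read as luminescence.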
* hit, by the source's call; ? = inconclusive; nt = no result given; ! = a repeat was not active; [ ] = another dose, or the depositor's remark. Unless noted, calls follow the shape of the dose curve; as a rule, active = well fitted curve in the direction sought with a large enough effect; inconclusive = small, poorly fitted or top-dose-only effect, or another doubt; inactive = no such curve, though single readings can be large; an effect the other way counts as inactive or inconclusive.

SMILES	Cycloheximide cs	Pf growth 96h	AmpC inh no detg	Shiga toxin inh	Tb PYK inh	LmPK inh	Pf growth 48h
Cc1ccc(C)c(N2C(=N)S/C(=C\c3ccc(-c4ccccc4C(=O)O)o3)C2=O)c1	-1	1%	-38%	-12	7%	0%	4%
COC(=O)/C(C#N)=C/c1ccc(C)o1	-3	8%	-16%	2	3%	7%	5%
Cc1ccc(S(=O)(=O)N2CCN(C3CC4CCC3C4)CC2)cc1 (stereo not drawn)	2	15%	-20%	23	9%	2%	6%
CN(C)C(=O)COC(=O)Cc1ccc(OC(=O)c2ccc(N=C(N)N)cc2)cc1	nt	?	nt	nt	-8%	nt	-21%
CCOC(=O)N1CCN(Cc2ccc3ccccc3c2)CC1	-2	-18%	58%	-6	17%	1%	17%
COc1ccc(-c2oc3ccc(-c4cc(OC)c(OC)c(OC)c4)cc3c2-c2ccc(OC)nc2)cc1	-1	3.3µM*	-32%	-2	1%	-3%	?
Cc1ccc(CNC(=O)[C@H](Cc2ccccc2)NC(=O)C2CCNCC2)cc1	-1	18%	21%	-6	2%	-9%	2%
COc1cc(OC)c(C(=O)OCC(=O)N2CCOCC2)cc1OC	1	19%	-9%	-6	-8%	-2%	17%
CSCC[C@H](NC(=O)NCc1cccs1)C(=O)O	-6	14%	-10%	-26	-8%	2%	2%
Cc1cc(NC(=O)CN(C)S(=O)(=O)c2ccc(-c3ccc(=O)[nH]n3)s2)ccc1Br	-3	-1%	-44%	-13	3%	2%	-1%
O=C(NCc1ccco1)c1cc(NS(=O)(=O)c2cccc([N+](=O)[O-])c2)ccc1O	-2	15%	-40%	-10	4%	9%	13%
CC(C)(C)c1ccc(C(=O)O/N=C(\N)c2ccccn2)cc1	-4	58%[activator]	-23%	-6	-8%	-16%	?
O=C1CC(c2ccc(Cl)cc2)n2nc(N3C(=O)CCC3=O)nc2N1 (stereo not drawn)	-4	13%	-7%	1	3%	1%	9%
CCN(CC)S(=O)(=O)c1ccc(C(=O)NCc2ccc(C)cc2)cc1	1	?	-15%	-11	-5%	2%	-7%
COc1ccc(CNc2nc3ccccc3s2)cc1OC	45*	?	9%	66*	4%	-1%	106%[activator]
Nc1nc(N)c(N=O)c(OCC2CCCCC2)n1	21*	?	-15%	41*!	-8%	-5%	?
O=C(Nc1ccc2c(c1)OCCO2)c1cc(-n2cnnc2)ccc1Cl	-2	36%[activator]	-11%	-11	-12%	-1%	7%
CC(=O)Nc1cc2c(cc1NC(=O)Cn1nc(-c3ccc(F)cc3)ccc1=O)OCCO2	-2	-16%	-5%	-7	-1%	-1%	23%
Cc1cccc(Nc2nc(N)c([N+](=O)[O-])c(N3CCN(C)CC3)n2)c1	-1	?	-32%	10	-1%	-1%	?
O=C(OCC(=O)N1CCCC1=O)c1cc2ccccc2o1	nt	-8%	-7%	nt	-6%	nt	0%
O=C(Nc1nc2ccc(S(=O)(=O)N3CCCC3)cc2s1)c1ccco1	15	68%[activator]	-28%	-1	-9%	1%	23%
CCOc1ccc(CCNC(=O)C2CCCN(c3ncnc4c3nc3n4CCCCC3)C2)cc1 (stereo not drawn)	-3	45%	138%[activator]	-7	-4%	-1%	?
CCOc1ccc2nc(N/C(N)=N/S(C)(=O)=O)nc(C)c2c1	-1	87%[activator]	-31%	42	1%	-1%	43%[activator]
CCc1ccc(N2CC(C(=O)NCc3ccco3)CC2=O)cc1 (stereo not drawn)	-3	-7%	-13%	-3	4%	0%	19%
CCc1ccccc1NC(=O)CCC(=O)Nc1nnc(C(C)C)s1	8	-14%	-12%	-2	-7%	1%	-28%
CCOc1cc(/C=C/c2nc3ccccc3c(=O)[nH]2)cc(Br)c1OC	2	-29%	-9%	31	nt	1%	nt
COc1ccc(CC(=O)Nc2c(C(=O)N3CCN(c4ccccc4OC)CC3)oc3ccccc23)cc1OC	-2	-3%	187%[activator]	-13	3%	-6%	?
CCOC(=O)c1cc(CC)sc1/N=C/C1C(=O)CCCC1=O	-1	68%[activator]	21%	6	-1%	-4%	4%
Cn1c(=O)[nH]c(=O)c2c1nc(N1CCOCC1)n2CC(=O)c1ccccc1	-1	?	-25%	-15	8%	6%	38%[activator]
Cc1ccc(C)c(N(CC(=O)NC2CCCCC2)C(=O)CNC(=O)c2ccco2)c1	-4	-1%	22%	19	-5%	-7%	-6%
COc1ccccc1NS(=O)(=O)c1ccc(C(=O)NCC2(N(C)C)CCCCC2)cc1	nt	?	-5%	nt	-15%	nt	?
CC(C)C(=O)N1CCN(c2ccccc2NC(=O)c2ccc(C#N)cc2F)CC1	6	0%	34%	-11	-1%	9%	?
CCOC(=O)C1=C(Nc2ccc(Cl)cc2)OCC1=O	0	2.6µM*	105%[activator]	-2	2%	-1%	12µM*
NC(=O)CN1CC(O)CC1=O (stereo not drawn)	nt	10%	nt	nt	1%	nt	5%
Cc1nn(Cc2ccccc2Cl)c(C)c1C(=O)NCCN1C(=O)S/C(=C\c2ccccc2)C1=O	0	-19%	-34%	4	-4%	2%	?
Cn1c(=O)c(=O)n(C)c2cc(S(=O)(=O)Nc3ccc(OC(F)(F)F)cc3)ccc21	-5	?	22%	-5	1%	1%	nt
CC1CCCC(NC(=O)COC(=O)Cc2ccc(Br)cc2)C1C (stereo not drawn)	-3	40%	50%	18	0%	-2%	204%[activator]
Cn1c(=O)[nH]c(=O)c2c1nc(NCc1ccccc1)n2Cc1ccc(F)cc1	1	0%	-8%	-4	-1%	4%	-22%
CC(C)(C)c1ccc(C(=O)Nc2ccc(F)cc2)s1	40*	5%	-24%	71*	-9%	-7%	31%[activator]
O=C(CCN1CCCCC1)Nc1ccc(Cl)cc1C(=O)c1ccccc1	-6	?	1%	-6	6%	1%	?

Quoted from the results shown for reference:
SMILES	Cycloheximide cs	Pf growth 96h	AmpC inh no detg	Shiga toxin inh	Tb PYK inh	LmPK inh	Pf growth 48h
O=C(Nc1nc2ccc(S(=O)(=O)N3CCCC3)cc2s1)c1ccco1	15	68%[activator]	-28%	-1	-9%	1%	23%
CCOc1ccc(CCNC(=O)C2CCCN(c3ncnc4c3nc3n4CCCCC3)C2)cc1 (stereo not drawn)	-3	45%	138%[activator]	-7	-4%	-1%	?

Next section:
SMILES	Cycloheximide cs	Pf growth 96h	AmpC inh no detg	Shiga toxin inh	Tb PYK inh	LmPK inh	Pf growth 48h
Cc1ccc(S(=O)(=O)N/N=C/c2cccc3nccnc23)cc1	0	-7%	7%	-9	-3%	4%	-2%
COc1ccc(/C=N/NC(=O)CNC(=O)C2COc3ccccc3O2)cc1OC (stereo not drawn)	11	40%[activator]	-27%	-2	0%	-1%	-16%
Cc1cc(Cl)ccc1OCC(=O)NCCCn1ccnc1	-3	4%	-23%	-6	5%	-9%	13%
Cc1ccc2nc(NC(=O)CSc3nc4ccccc4o3)sc2c1	17	?	-27%	26	-10%	2%	nt
CCN1CCCC1CNC(=O)Cn1nc(C)n2nc(-c3ccccc3)cc2c1=O (stereo not drawn)	1	-18%	36%	-6	-4%	3%	17%
CSc1sc(C(=O)N(C)C)cc1S(=O)(=O)C(C)C	3	4%	-11%	19	-1%	3%	35%
CC(C)(C)C(=O)NCc1ccc(C(=O)CSc2nnc(-c3ccncc3)n2C2CC2)s1	nt	-26%	-7%	nt	1%	nt	?
Cc1cccc(NC(=O)C(=O)NCc2ccccn2)c1	59*	143%[activator]	-6%	168*	-8%	-4%	154%[activator]
CCOc1ccc(CN2C(=O)c3ccccc3C2=O)cc1C(=O)Nc1nnc(SCC)s1	3	42%[activator]	-11%	7	-3%	3%	41%[activator]
CC1CCN(C(=O)CSc2nnc(CNC(=O)c3ccco3)o2)CC1	-3	0%	-23%	-12	-5%	9%	nt
CCCc1nc2ccccc2n1Cc1ccccc1OC	9	1%	36%	-8	3%	-10%	?
CCN(CC)C(=O)CSc1nc2ccccc2c(=O)n1-c1ccccc1OC	-2	16%	?	-1	-12%	4%	?
CC(NCc1ccc(S(N)(=O)=O)cc1)C(=O)NCc1ccccc1 (stereo not drawn)	0	17%	-8%	-6	-10%	1%	nt
COc1ccc(NC2c3ccccc3C(=O)N2c2ccccn2)cc1Cl (stereo not drawn)	18	8.3µM*	-11%	-9	1%	3%	nt
CCOC(=O)c1sc(N/N=C/c2ccccc2)nc1C	85*	26%	60%	34*	?	-1%	290%[activator]
COCCN(C(=O)c1ccco1)c1nnc(-c2ccc(OC)c(OC)c2)s1	-2	-24%	-14%	-3	-13%	0%	27%
CCc1c(O)nc(SC2CC(=O)N(c3ccccc3)C2=O)[nH]c1=O (stereo not drawn)	3	19%	-19%	3	-8%	-1%	?
Cc1ccc(F)cc1NC(=O)CCc1c(C)[nH]c(=O)c(C#N)c1C	-4	2%	-19%	-4	2%	-6%	0%
O=C(Nc1cc(S(=O)(=O)Nc2ccc(Cl)cc2)ccc1O)c1ccc(S(=O)(=O)N2CCCCCC2)cc1	18	0%	?	-8	10%	2%	-24%
CC1CCc2cc(F)ccc2N1S(=O)(=O)c1ccc(F)cc1 (stereo not drawn)	-3	?	-17%	-5	2%	-3%	-9%

The final two records of the section above come first, to join the parts.
SMILES	Cycloheximide cs	Pf growth 96h	AmpC inh no detg	Shiga toxin inh	Tb PYK inh	LmPK inh	Pf growth 48h
O=C(Nc1cc(S(=O)(=O)Nc2ccc(Cl)cc2)ccc1O)c1ccc(S(=O)(=O)N2CCCCCC2)cc1	18	0%	?	-8	10%	2%	-24%
CC1CCc2cc(F)ccc2N1S(=O)(=O)c1ccc(F)cc1 (stereo not drawn)	-3	?	-17%	-5	2%	-3%	-9%
Cn1cc(C(=O)N/N=C/C=C/c2ccccc2)ccc1=O	-2	187%[activator]	-4%	-4	-7%	-9%	17%
CCN1CCN(c2ccc(S(=O)(=O)N3CCCC3)cn2)CC1	1	-32%[5.75 µM]	-11%	-4	4%	0%	-16%
CCC(=O)NCCCCCCCCCNC(=O)CC	-2	-14%	-14%	-2	-7%	-2%	21%
CN(C(=O)c1cccnc1)c1nnc(-c2ccccn2)s1	51*	13%	-1%	138	0%	-8%	71%[activator]
COc1ccccc1-c1cc(C(=O)NCCN2CCOCC2)no1	1	?	1%	11	-1%	2%	-3%
COCC(=O)N(C)c1nnc(-c2ccccn2)s1	41*	7%[5.75 µM]	-6%	57*	-2%	8%	100%[activator]
CCOc1cc(C(=O)NC)cc(Br)c1OC	-3	-25%	-2%	-7	1%	-2%	11%
O=C(Nc1ccc(C(=O)O)cc1)/C(=C\c1ccco1)NC(=O)c1ccccc1Cl	-2	3%	-24%	2	-2%	-5%	4%
CCNC(=O)c1ccc(CSc2nc3ccccc3s2)cc1	-2	?	-11%	-11	-3%	-31%	2%
O=C(Cn1nc(C(F)(F)F)c2c1CCC2)Nc1ccccc1C(F)(F)F	2	nt	2%	-2	-1%	3%	-24%
CC(=O)c1c(COC(=O)c2ccc(F)cc2)nc2ccccc2[n+]1[O-]	-1	?	2%	-3	6%	8%	-23%
COC(=O)C1=C(C)N(C)C(=S)N(C)C1c1ccc(OC)cc1 (stereo not drawn)	-2	-22%	-10%	-3	0%	4%	30%
COC(=O)c1ccc(NC(=O)CSc2nc3ncccc3[nH]2)cc1	12*	19%	-19%	22	-2%	-3%	15%
